# APE1 inh: blocks human APE1 abasic DNA cleavage; Potency, µM (top dose mostly 65.8 µM), for the others: at the highest dose activity change, negative = inhibition, most hits filed as inhibitors; recombinant APE1, TAMRA/BHQ-2 abasic DNA cleavage fluorescence; 350,000 compounds, 0.35% hits; AID 2517;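 also: plate controls were vehicle for no effect and reference inhibitor for full effect; nearly all actives have a fitted effect of over 55% in size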
#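 Activity was derived from the fluorescence gain between first and third kinetic reads (60 s intervals, ex 525/em 598 nm) after 50 nM THF-abasic TAMRA/BHQ-2 duplex was added to 0.75 nM APE1 preincubated 15 min with compound.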
# BAZ2B block: BAZ2B (human) inhibition. AID 504333. AlphaScreen BAZ2B-H3K14Ac peptide displacement. 360,000 compounds, 4.4% hits. Potency, µM (doses to about 114 µM), for inactives: at the top dose activity change, negative = inhibition, most hits filed as inhibitors. Q9UIF8; also: % is scaled to controls: 0 for no effect and ±100 for the full control effect; nearly all actives have a fitted effect of over 60% in size
#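 BAZ2B (50 nM) with biotin-H3(5-23)K14Ac peptide (50 nM) in PBS pH 7.4, 0.01% Tween-20, preformed 30 min, then compound 30 min at room temperature; top concentration 110uM. AlphaScreen streptavidin donor/nickel chelate acceptor beads (10 ug/mL final), 20 min dark, signal read.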
# Anesthetic bind: binds horse apoferritin like a general anesthetic | P02791 | apoferritin/1-aminoanthracene competitive binding, fluorescence | Potency, µM (doses to about 77.5 µM), inactives show at the top dose activity change, negative = displacement, actives largely listed as inhibitors | 350,000 compounds, 0.074% hits; also: % is scaled to controls: 0 for no effect and ±100 for the full control effect; nearly all actives have a fitted effect of over 20% in size
# Target sequence (P02791 2-175 limits assumed): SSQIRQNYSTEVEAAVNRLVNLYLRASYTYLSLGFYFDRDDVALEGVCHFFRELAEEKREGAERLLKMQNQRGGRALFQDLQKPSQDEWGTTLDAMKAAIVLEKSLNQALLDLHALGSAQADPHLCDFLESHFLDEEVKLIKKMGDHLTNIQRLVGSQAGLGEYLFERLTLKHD
#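 Concentration-response curves derived by four-parameter Hill fitting of normalized fluorescence, where compounds displaced 1-AMA from 10 uM horse apoferritin following a brief 10 min room-temperature incubation; propofol titration acted as positive control.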
# Pol iota inh: inhibitors of human DNA polymerase iota | Pol iota fluorescent replication assay, 10 min | 390,000 compounds, 1% hits | AID 588590 | Q9UNA4 | Potency, µM (series often up to 115 µM), for inactives: at the highest dose activity, negative = inhibition, actives largely listed as inhibitors
#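 Fluorescent replication assay read twice, at 0 min and 10 min after adding 50 nM (final) substrate. Enzyme (10 nM) and compounds were first incubated 15 min at room temperature; enzyme-free buffer wells were negative controls.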
# POLB inh: inhibitors of human DNA polymerase beta; Potency, µM (titrated, usually from 114 µM), for inactives: at the top dose activity change, negative = inhibition, hits mostly inhibitors; Pol beta primer extension/strand displacement, fluorescence kinetic; 340,000 compounds, 1.3% hits; AID 485314; P06746; also: % is scaled to controls: 0 for no effect and ±100 for the full control effect
#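 10 nM enzyme + cpd, 15 min RT; start with substrate 50 nM final; read 0 min and after 10 min RT. Corrected, normalized data; 4-parameter Hill curve fit.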
# POLH inh: DNA polymerase eta (human) inhibition; Q9Y253; recombinant Pol eta, fluorescent DNA replication assay; Potency, µM (titrated, usually from 114 µM), for the others: at the top dose activity change, negative = inhibition, most hits filed as inhibitors; 390,000 compounds, 1.2% hits; AID 588591; also: % is scaled to controls: 0 for no effect and ±100 for the full control effect
# Target sequence (Q9Y253 whole entry, looked up): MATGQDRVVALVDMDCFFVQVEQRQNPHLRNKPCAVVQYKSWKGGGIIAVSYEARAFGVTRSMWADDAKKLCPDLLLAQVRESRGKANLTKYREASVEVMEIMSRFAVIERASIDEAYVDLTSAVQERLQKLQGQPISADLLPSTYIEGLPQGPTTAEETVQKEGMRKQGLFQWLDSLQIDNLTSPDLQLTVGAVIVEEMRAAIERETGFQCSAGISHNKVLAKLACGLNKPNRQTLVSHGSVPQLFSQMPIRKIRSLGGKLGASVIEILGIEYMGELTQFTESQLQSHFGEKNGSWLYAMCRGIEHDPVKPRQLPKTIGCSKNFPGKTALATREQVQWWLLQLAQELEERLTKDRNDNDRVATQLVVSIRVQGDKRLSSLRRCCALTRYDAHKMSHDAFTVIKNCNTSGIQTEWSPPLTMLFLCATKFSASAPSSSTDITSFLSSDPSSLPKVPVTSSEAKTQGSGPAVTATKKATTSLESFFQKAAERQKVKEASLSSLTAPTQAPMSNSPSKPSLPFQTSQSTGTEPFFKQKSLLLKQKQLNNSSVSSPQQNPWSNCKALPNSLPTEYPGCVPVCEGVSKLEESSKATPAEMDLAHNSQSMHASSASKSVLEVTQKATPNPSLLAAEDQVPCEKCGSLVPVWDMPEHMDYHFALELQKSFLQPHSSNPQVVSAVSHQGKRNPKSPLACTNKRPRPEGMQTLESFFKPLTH
#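 Pol eta (10 nM) was preincubated with compounds for 15 min at room temperature, after which fluorescent replication substrate (50 nM final) was added to start the reaction. Fluorescence was read kinetically at 0 and 10 min.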
# POLK inh: inhibitors of human DNA polymerase kappa; Q9UBT6; purified Pol kappa, fluorescent DNA synthesis assay, 10 min; Potency, µM (series often up to 107 µM), for inactives: at the top dose activity, negative = inhibition, actives largely listed as inhibitors; 400,000 compounds, 0.53% hits; also: % is scaled to controls: 0 for no effect and ±100 for the full control effect
#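 Enzyme at 10 nM met test compounds for 15 min at room temperature. Substrate addition (50 nM final) began the reaction, which was monitored by fluorescence at 0 and 10 min.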
# BLM helicase inh: Bloom syndrome helicase (human) inhibition; Potency, µM (doses to about 56.1 µM), for the others: top-dose activity change, negative = inhibition, actives largely listed as inhibitors; 350,000 compounds, 0.2% hits; recombinant BLM DNA unwinding, fluorescence dequenching;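 also: plate controls were vehicle for no effect and no enzyme for full effect; nearly all actives have a fitted effect of over 35% in size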
# G9a block: G9a (human) methyltransferase inhibition; Q96KQ7; G9a H3K9 monomethylation, AlphaScreen, 2 h; Potency, µM (series often up to 102 µM), for the others: at the top dose activity, negative = inhibition, usual class: inhibitors; 350,000 compounds, 8.8% hits; AID 504332; also: % is scaled to controls: 0 for no effect and ±100 for the full control effect; nearly all actives have a fitted effect of over 75% in size
#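 Quantitative HTS format: methyltransferase activity on a biotin-tagged H3K9 peptide is measured by AlphaScreen, using a rabbit anti-monomethyl-H3K9 antibody with streptavidin donor and anti-IgG acceptor beads. Final levels are 20 nM enzyme, 500 nM peptide, 20 uM SAM; 2 h RT.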
# * = called active by the depositor; ? = inconclusive; . = no result given; [ ] = dose if it differs, or a comment. Calls follow the shape of the dose curve; as a rule, active = well fitted curve in the direction sought with a large enough effect; inconclusive = small, poorly fitted or top-dose-only effect, or another doubt; inactive = no such curve, though single readings can be large; an effect the other way counts as inactive or inconclusive. Potency is read from the fitted curve at half-maximal effect. An excerpt (hit frequency here may not be typical).
No.	SMILES	APE1 inh	BAZ2B block	Anesthetic bind	Pol iota inh	POLB inh
1	CC1(NC(=O)c2cccc(S(=O)(=O)N3CCN(c4ccc(F)cc4)CC3)c2)CCS(=O)(=O)C1 (stereo not drawn)	12%	7%	.	11%	.
2	COc1ccc(C(=O)OCC(=O)c2ccc(Br)s2)c(OC)c1	3%	3%	.	23%	.
3	COc1ccc(NC(=O)c2cc(-c3ccccc3O)n[nH]2)cc1Cl	4%	-1%	11%	-14%	-25%
4	CC1(c2ccccc2)NC(=O)N(CC(=O)NC(=O)NCc2ccco2)C1=O (stereo not drawn)	-4%	-21%	-2%	?	-39%
5	Cc1cc(C(=O)NNCc2ccccc2)no1	15%	-4%	-9%[29.3 µM]	5%	.
6	CC1CCN(c2ccc(C(=O)O)cc2)CC1	0%	-6%	-8%	5%	-3%
7	O=C(NNc1c(Cl)cncc1Cl)c1cccs1	3%	-9%	2%	-15%	43%[activator]
8	CC(C)C(NC(=O)c1c(F)cccc1F)C(=O)N1CCN(c2ncccn2)CC1 (stereo not drawn)	2%	.	.	32%	.
9	C/C(=N\NC(=O)C(c1ccncc1)N1CCOCC1)c1ccc(Br)cc1 (stereo not drawn)	-4%	-31%	-2%	-10%	25%
10	O=C(c1cc(-c2ccc(Cl)c(Cl)c2)on1)N1CCOCC1	6%	2%	-10%	49%[activator]	67%
11	N#C/C(=N\Nc1cc(Cl)cc(Cl)c1)c1nnc2n1CCCCC2	?	?	?	1%	6%
12	COCCCNC(=O)CC1C[C@H](C(=O)N(C(C)C)C(C)C)[C@@]2(C)c3[nH]c4ccccc4c3CCN2C1=O (stereo partly drawn)	11%	.	.	39%[activator]	.
13	O=C(CSc1nc2ccccc2s1)N/N=C/c1ccco1	4%	-7%	-23%	-9%	-7%
14	O=C(NCc1ccc(F)cc1)c1cccc2c1C(=O)c1ccc(N3CCOCC3)cc1S2(=O)=O	-14%	-7%	.	?	.
15	CCCCNC(=O)C1(NC(=O)Nc2ccc(C)cc2)CCCCC1	7%	-2%	-1%	80%[activator]	?

No.	POLH inh	POLK inh	BLM helicase inh	G9a block
1	-4%	-16%	.	10%[12.7 µM]
2	-12%	-15%	.	7%
3	-3%	0%	-3%	-3%[2.33 µM]
4	?	-21%	-10%	-4%[2.33 µM]
5	-19%	-24%	5%[21.4 µM]	-2%[59 µM]
6	1%	5%	2%	-32%[12.7 µM]
7	-21%	-17%	-2%	1%
8	-19%	7%	.	.
9	-8%	-7%	-5%	-5%[59 µM]
10	-6%	5%	2%	12%
11	-8%	-17%	-11%	-15%[59 µM]
12	-12%	11%	.	.
13	4%	-20%	-2%	8%
14	-12%	-20%	.	5%[0.501 µM]
15	-5%	-9%	-1%	11%

# Next entries follow:
No.	SMILES	APE1 inh	BAZ2B block	Anesthetic bind	Pol iota inh	POLB inh
16	CCCCNC(=O)N(O)C1N(/N=C/c2ccco2)C(=S)SC1(C)C (stereo not drawn)	-2%	3%	.	34%	.
17	COc1cccc(CN2CCC(C(=O)N3CCN(Cc4ccc5c(c4)OCO5)CC3)CC2)c1	-2%	-10%	-8%	14%	1%
18	CC(=O)OCc1c(COC(C)=O)[n+](=O)c2ccccc2n1[O-]	2%	8%	-2%	20%	-25%
19	COc1cccc(N2CC(NC(=O)C3CCCCC3)CC2=O)c1 (stereo not drawn)	.	-14%	-7%	20%	2%
20	COc1ccccc1N1CCN(C(=O)Cn2c(=O)n3nc(-c4ccc(C)cc4)nc3c3ccccc32)CC1	.	3%	2%	7%	-17%
21	CCOc1cc(C(=S)N2CCOCC2)ccc1O	-2%	-34%	?	17%	8%
22	O=C1c2ccccc2[C@@H]2C[C@H](NC34CC5CC(CC(C5)C3)C4)[C@@H](O)CCN12	43%[activator]	.	.	9%	.
23	CC(=O)Nc1ccc(C(=O)OCC(=O)c2ccc(C)c([N+](=O)[O-])c2)cc1	-6%	3%	?	0%	9%
24	COc1cccc2cc(C(N)=O)/c(=N/NC(=O)COc3ccc(Cl)cc3)oc12	-1%	0%	-5%	.	-22%
25	O=C(NCc1ccccc1)C1=C[C@H](c2coc3ccccc3c2=O)C[C@H](OCc2ccc(CO)cc2)O1	18%	-5%	-19%	8%	-2%
26	COc1ccc2c(c1O)-c1ccccc1CCN(C)C2	2%	-17%	-1%	-11%	-19%
27	O=C(NCC1CCCO1)c1ccc(Cl)c(S(=O)(=O)N2CCCCC2)c1 (stereo not drawn)	15%	0%	-8%	33%[activator]	16%
28	COc1ccc(C(C(=O)NC2CCCCC2)N(Cc2cccs2)C(=O)Cc2c[nH]c3ccccc23)cc1 (stereo not drawn)	3%	1%[57.1 µM]	2%	-6%	-4%
29	CCc1ccccc1Nc1nn2c(=O)c3ccc(C(=O)NCc4ccccc4OC)cc3nc2s1	.	-11%	-4%	?	-17%
30	O=C1CC(O)(C(F)F)Oc2ccc3ccccc3c21 (stereo not drawn)	0%	10%	63%[activator]	10%	-9%

No.	POLH inh	POLK inh	BLM helicase inh	G9a block
16	-17%	-2%	.	5%[2.33 µM]
17	-7%	-7%	-3%	42%
18	-14%	1%	-1%	-4%[12.7 µM]
19	-13%	-3%[60.1 µM]	2%	-14%[59 µM]
20	-13%	-1%[60.1 µM]	0%	-1%[59 µM]
21	-6%	-1%	0%	4.5µM*
22	-19%	2%	.	.
23	-10%	-6%	1%	-4%[59 µM]
24	.	.	-2%	-10%
25	6%	9%	-6%	3%[59 µM]
26	-5%	0%	-2%	-46%[59 µM]
27	-6%	-5%	-1%	21%
28	-21%	-20%	-5%	-15%[12.7 µM]
29	-18%	-12%	-19%	-38%[59 µM]
30	-10%	-20%	3%	?

# Part of the list above in another layout.
21: CCOc1cc(C(=S)N2CCOCC2)ccc1O
  APE1 inh = -2%; BAZ2B block = -34%; Anesthetic bind = ?; Pol iota inh = 17%; POLB inh = 8%; POLH inh = -6%; POLK inh = -1%; BLM helicase inh = 0%; G9a block = 4.5µM*

22: O=C1c2ccccc2[C@@H]2C[C@H](NC34CC5CC(CC(C5)C3)C4)[C@@H](O)CCN12
  APE1 inh = 43%[activator]; BAZ2B block = .; Anesthetic bind = .; Pol iota inh = 9%; POLB inh = .; POLH inh = -19%; POLK inh = 2%; BLM helicase inh = .; G9a block = .

# (listing goes on)
No.	SMILES	APE1 inh	BAZ2B block	Anesthetic bind	Pol iota inh	POLB inh
31	O=C(CSc1nncn1-c1ccccc1)Nc1ccc(N2CCOCC2)cc1	1%	-6%	-9%	?	17%
32	CN(C)CCCNC(=O)C1(O)c2cc(Br)ccc2NC(=O)N1c1c(F)cccc1F (stereo not drawn)	54%[activator]	-3%	5%	0%	18%
33	Cc1ccc(COCCN2CCN(S(=O)(=O)c3ccc(C)cc3)CCC2=O)cc1	0%	-1%	1%	26%	-1%
34	COC(=O)CN(C#N)c1nc(NCc2ccccc2)nc(OC)n1	-7%	3%	-12%	5%	16%
35	COC(=O)Nc1sc2c(c1C(=O)NCc1ccco1)CCC2	0%	?	-9%	-4%	1%
36	CCOC(=O)Cc1csc(NC(=O)c2cc(OC)cc(OC)c2)n1	5%	8%	-10%	18%	1%
37	O=C(CCCCCN1C(=O)c2cccc3cccc(c23)C1=O)NCCCO	-12%	0%	-7%	81%[activator]	10%
38	CC(OC(=O)c1ccc2noc(-c3ccccc3)c2c1)C(N)=O (stereo not drawn)	11%	-8%	-7%	-6%	6%
39	COc1ccc(/C=C(\NC(=O)c2ccccc2)C(=O)NCc2cccnc2)cc1	63%[activator]	19%	-8%	0%	1%
40	CCOC(=O)c1ccccc1NC(=O)Cn1c2ncccc2c(=O)n1-c1ccccc1	.	-6%	1%	7%	9%
41	O=C(NC1CCCCC1)C(c1ccc2ncccc2c1)N(Cc1cccs1)C(=O)c1cccs1 (stereo not drawn)	3%	6%	-19%	58%[activator]	5%
42	COc1cc(NC(=O)COCc2cc(-c3ccc4c(c3)OCO4)on2)cc(OC)c1	.	0%	172%[activator]	13%	-19%
43	CCOC(=O)N1CCN(C(=O)C2CCN(S(=O)(=O)c3ccc(F)cc3)CC2)CC1	-1%	3%	-6%	7%	-3%
44	O=C(CNS(=O)(=O)c1ccccc1)OCC(=O)c1c[nH]c2ccccc12	27%	-5%	.	24%	.
45	N=c1c(C(=O)NCC2CCCO2)cc2c(=O)n3ccccc3nc2n1Cc1ccco1 (stereo not drawn)	23%	-3%	4%	?	0%
46	CSc1nnc(NC(=O)c2ccc(S(=O)(=O)N(C)C)cc2)s1	-6%	-5%	5%	33%[activator]	?

No.	POLH inh	POLK inh	BLM helicase inh	G9a block
31	-15%	-13%	2%	.
32	1%	-5%	-2%	4%
33	-6%	-10%	1%	15%
34	-21%	-9%	-3%	.
35	-3%	-21%	-11%	-24%[59 µM]
36	-8%	-9%	4%	16%[59 µM]
37	-2%	-18%	0%	.
38	0%	-4%	-3%	-2%
39	-8%	4%	0%	-12%
40	-17%	-7%	-2%	8%[59 µM]
41	-21%	-5%	3%	.
42	-23%	-2%	-1%	2%[59 µM]
43	-15%	3%	-2%	3%
44	-1%	-3%	.	6%[59 µM]
45	-16%	-25%	4%	?
46	-8%	-10%	3%	22µM*

# 3 records picked at random from the list so far:
No.	SMILES	APE1 inh	BAZ2B block	Anesthetic bind	Pol iota inh	POLB inh
46	CSc1nnc(NC(=O)c2ccc(S(=O)(=O)N(C)C)cc2)s1	-6%	-5%	5%	33%[activator]	?
37	O=C(CCCCCN1C(=O)c2cccc3cccc(c23)C1=O)NCCCO	-12%	0%	-7%	81%[activator]	10%
43	CCOC(=O)N1CCN(C(=O)C2CCN(S(=O)(=O)c3ccc(F)cc3)CC2)CC1	-1%	3%	-6%	7%	-3%

No.	POLH inh	POLK inh	BLM helicase inh	G9a block
46	-8%	-10%	3%	22µM*
37	-2%	-18%	0%	.
43	-15%	3%	-2%	3%
